Kir21 inh: inhibitors of mouse Kir2.1 inward-rectifier potassium channel | P35561 | HEK293-Kir2.1, FluxOR thallium flux fluorescence; stronger effect = lower value | B-score at 10 µM | 0.85% of 310,000 active | AID 1672;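 active = fluorescence ratio B-score at or below minus 3 SD of library scores, with starting-brightness B-score within 2 SD, cut at about -4.2 in these data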;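 also: channel flux triggered by added potassium and thallium sulfate stimulus; B-score of peak minus minimum fluorescence over baseline after thallium stimulus; more negative B-score means stronger Kir2.1 block with less thallium influx; some compounds called inactive have numbers as strong as hits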
Target sequence (P35561 whole entry, looked up): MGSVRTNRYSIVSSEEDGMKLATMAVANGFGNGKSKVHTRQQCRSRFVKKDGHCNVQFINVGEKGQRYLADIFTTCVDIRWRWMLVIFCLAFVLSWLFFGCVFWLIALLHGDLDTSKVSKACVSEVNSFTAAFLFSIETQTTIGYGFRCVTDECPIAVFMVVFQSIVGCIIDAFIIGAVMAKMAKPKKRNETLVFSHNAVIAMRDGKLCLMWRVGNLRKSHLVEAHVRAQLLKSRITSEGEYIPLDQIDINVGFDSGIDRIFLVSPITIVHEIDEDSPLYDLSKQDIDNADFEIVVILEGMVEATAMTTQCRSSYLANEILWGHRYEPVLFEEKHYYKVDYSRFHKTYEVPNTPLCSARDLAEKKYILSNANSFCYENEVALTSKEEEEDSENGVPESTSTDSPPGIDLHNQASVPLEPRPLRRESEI
CHT inh: inhibitors of human choline transporter CHT; B-score at 10 µM; CHT-expressing cells, membrane potential dye, choline response; stronger effect = lower value; 0.86% of 310,000 active; Q9GZV3;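 active = B-score over 3 SD under the library average, and starting fluorescence ratio not unusually high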;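 also: choline stimulus applied at its EC90 after an EC20 pre-addition; B-score computed on integrated fluorescence ratio after choline addition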
Target sequence (Q9GZV3 whole entry, looked up): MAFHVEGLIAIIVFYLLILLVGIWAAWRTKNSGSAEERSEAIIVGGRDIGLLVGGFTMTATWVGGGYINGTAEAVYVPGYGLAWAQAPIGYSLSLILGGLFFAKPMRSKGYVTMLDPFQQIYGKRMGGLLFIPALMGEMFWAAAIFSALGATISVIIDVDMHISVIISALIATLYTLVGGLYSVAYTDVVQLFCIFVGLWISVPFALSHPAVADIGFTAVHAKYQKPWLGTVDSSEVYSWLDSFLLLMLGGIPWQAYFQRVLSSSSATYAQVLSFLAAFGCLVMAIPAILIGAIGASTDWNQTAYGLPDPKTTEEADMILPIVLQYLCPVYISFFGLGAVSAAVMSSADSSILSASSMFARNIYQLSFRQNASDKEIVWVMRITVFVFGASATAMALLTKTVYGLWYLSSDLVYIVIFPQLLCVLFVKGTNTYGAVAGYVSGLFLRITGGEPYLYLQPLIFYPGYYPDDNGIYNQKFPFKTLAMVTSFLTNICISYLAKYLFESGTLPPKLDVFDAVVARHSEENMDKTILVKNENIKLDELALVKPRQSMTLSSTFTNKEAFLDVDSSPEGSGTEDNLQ
Numbers without * were called inactive; i = inactive; x = not tested or not shown.

SMILES	Kir21 inh	CHT inh
CC(C)N1C(=O)S/C(=C/c2ccccc2OCc2ccc(C(=O)O)cc2)C1=O	0.17	i
CCOc1ccc(NC(=O)CC2C(=O)N(c3ccc(OCC)cc3)C(=S)N2C2CC2)cc1 (stereo unspecified)	-1.1	i
CCOc1ccccc1NC(C)C(=O)Nc1cc(C(F)(F)F)ccc1N1CCOCC1 (stereo unspecified)	1.9	i
COc1ccc(N2C(=O)CC(N3CCN(c4cccc(Cl)c4)CC3)C2=O)cc1 (stereo unspecified)	2	i
N#CCCn1c(=S)[nH]c2ccccc21	0.59	i
O=[N+]([O-])c1ccc(Oc2ccc(Oc3ccc(C(F)(F)F)cn3)cc2)nc1	0.32	i
Cc1ccc(OCCOC(=O)c2sc(=S)n(C)c2C)cc1	-0.03	i
Cc1ccc(-c2ccc(/C=N\n3cnnc3)o2)c(Br)c1	0.62	i
COc1cccc(C(=O)NNC(=O)C2CC(C)=C(C)CC2C(=O)O)c1 (stereo unspecified)	-0.88	i
CC(C)(C)C(=O)NNC(=O)COc1ccc2ccccc2c1Br	0.5	i
CCc1ccccc1NC(=O)/C(=C/c1ccccc1)c1ccccc1	0.03	i
CC(=O)c1cccc(S(=O)(=O)Nc2cccnc2)c1	-2.1	i
C=CCn1c(SC)nnc1-c1ccc2ncccc2c1	0.37	i
COc1ccccc1NC(=O)c1ccc2[nH]c(C)c(C)c2c1	-0.66	i
COC(=O)C1CCN(S(=O)(=O)c2cn(C)c(=O)n(C)c2=O)CC1	2	i
CC(OC(=O)CN(C)S(=O)(=O)c1ccc(Cl)cc1)C(=O)Nc1ncc(Cl)cc1Cl (stereo unspecified)	0.42	i
O=C(Cc1c(O)c2ccccc2[nH]c1=O)NCc1cccc(F)c1	0.39	i
CCOc1ccc(NS(=O)(=O)c2ccc(NS(C)(=O)=O)cc2)cc1	0.28	i
CC(=O)Nc1cc(C(F)(F)F)ccc1Oc1cccc(Br)c1	0.73	i
CCCC(=O)n1nc(-c2ccc(OC)cc2)nc1N	-0.03	i

4 entries already listed, arranged by formula weight, falling.
SMILES	Kir21 inh	CHT inh
CC(=O)Nc1cc(C(F)(F)F)ccc1Oc1cccc(Br)c1	0.73	i
CCc1ccccc1NC(=O)/C(=C/c1ccccc1)c1ccccc1	0.03	i
C=CCn1c(SC)nnc1-c1ccc2ncccc2c1	0.37	i
CC(=O)c1cccc(S(=O)(=O)Nc2cccnc2)c1	-2.1	i

(more compounds)
SMILES	Kir21 inh	CHT inh
O=C1CC(N2CCSCC2)C(=O)N1c1cccc(Cl)c1 (stereo unspecified)	1.2	i
COc1ccccc1CN1C(=O)c2ccccc2C1C(=O)NC1CCC(C)CC1 (stereo unspecified)	2.1	i
COc1ccc(OC)c(C(O)c2nc3ccccc3n2C)c1 (stereo unspecified)	3.2	i
Cc1sc2nc(SCCN(C)C)n(-c3ccccc3)c(=O)c2c1-c1ccc(F)cc1	-0.14	-5.9*
O=C(/C=C/c1ccccc1Cl)NCCc1ccc(F)cc1	-0.94	i
COc1ccc(C(=O)NCC(=O)N2CCN(c3ccccc3)CC2)cc1	1	i
CCCCOP(=O)(c1ccc(N(C)C)cc1)C(O)c1ccc(N(C)C)cc1 (stereo unspecified)	-1.4	i
O=C(CSc1nc2ccc(Nc3nc(N4CCOCC4)nc(N4CCOCC4)n3)cc2s1)N1CCOCC1	0.93	i
O=[N+]([O-])c1ccc(C[n+]2cc(-c3ccc(Cl)c(Cl)c3)n3c2CCCCC3)cc1	-2.5	i
COc1cc(C(=O)NNC(=O)C2CC2)cc(OC)c1OC	1.3	i
COc1ccc(Nc2nnc(SCC(=O)Nc3ccc4[nH]c(=O)[nH]c4c3)s2)cc1	-0.31	i
CCc1ccc(-n2c(SCc3c(C)noc3C)nnc2-c2ccncc2)cc1	0.28	-5.1*
CCOc1cc(/C=C2/C(=O)ON=C2C)ccc1OCc1ccc(F)cc1	-0.44	i
CCOc1cccc(=O)c2c(C)oc(C)c12	-1.7	i
Cc1cccc(CN2CCSc3sccc3C2=O)c1	0.09	i
Cc1cc(C(=O)Nc2ccc(C)c(S(=O)(=O)N3CCOCC3)c2)c(C)o1	-1.4	i
Cc1ccc(OCCn2c(SCCO)nc3c(N)ncnc32)cc1	0.06	i
Cn1cnnc1SC(C(=O)Nc1ccc(F)cc1)c1ccccc1 (stereo unspecified)	-0.73	i
Cc1nc2ccccc2c(=O)n1N	0.53	i
Cc1cc(=O)oc(C)c1C(=O)Nc1ccc(N(C)C)cc1	1	i
O=C(NCc1ccc(Cl)cc1)C(=O)c1cn(CC(=O)N2CCOCC2)c2ccccc12	-0.71	i
Cc1cc(C)n(CCCNC(=O)c2ccc3c(c2)NC(=O)CS3)n1	-0.46	i
CN1CCN(S(=O)(=O)c2cccc(C(=O)N(c3ccccn3)C3CCCCC3)c2)CC1	1	i
Cc1cc(C(=O)CN2C(=O)NC3(CCCc4ccccc43)C2=O)c(C)n1C (stereo unspecified)	x	i
CCOC(=O)/C(N=Nc1cc(C(=O)O)cc(C(=O)O)c1)=C(\O)CCl	0.68	i
CCc1ccc(CNC(=O)c2ccc3c(c2)NC(=O)C(N2CCOCC2)S3)cc1 (stereo unspecified)	-2.5	i
COc1ccc(C(=O)NCCCOC(C)C)cc1OC1CCN(C(C)=O)CC1	0	i
CCCCn1c(N)c(N(CCOC)C(=O)CCCc2nc3ccccc3c(=O)[nH]2)c(=O)[nH]c1=O	0.38	i
O=[N+]([O-])c1cnccc1Nc1cccc(F)c1	0.32	i
COc1ccc(C(=O)c2cc([N+](=O)[O-])ccc2N2CCOCC2)cc1	-0.58	i
S=C(NCCc1ccccc1)Nc1c(Cl)cccc1Cl	-2.1	i
C/C(N)=C(\C#N)C(=O)NCc1ccccn1	-0.42	i
CC(C)(C)c1ccc2c(c1)N(CC(=O)N1CCCC1)C(=O)CO2	0.45	i
COc1ccc(CNC(=O)c2c(C)cc(=O)oc2C)cc1OC	-1.9	i
O=C1c2ccccc2C(O)(Cc2ccccc2)N1C1CCCCC1 (stereo unspecified)	-0.09	i
CCOc1ccc(NC(=O)C2CSC(c3ccncc3)=N2)cc1 (stereo unspecified)	-1.8	i
O=C(O)CCCn1nc(C(F)(F)F)c2c1CCCCC2	0.01	i
Cc1ccc(/C=N/NC(=O)c2c(C)nc3ccc(Br)cn23)cc1	1.3	i
CCCCNc1nc2sc3c(c2c(=O)n1-c1cccc(Cl)c1)CCN(C)C3	-0.71	i
Nc1c(-c2ccccc2)nc(Cl)nc1-c1ccccc1	-0.03	i
Cn1c(=N)n(CC(O)c2ccco2)c2ccccc21 (stereo unspecified)	-0.14	i
O=C(Nc1nccs1)C1CCCN(S(=O)(=O)c2cccc3cccnc23)C1 (stereo unspecified)	0.82	i
O=C(OCC(=O)c1ccc[nH]1)c1ccc2ccccc2n1	-1.1	i
O=C(COc1ccc(C(=S)N2CCOCC2)cc1)N1CCOCC1	-1.3	i
COc1ccc(CNC(=O)CSc2nc3ccc(N)cc3s2)cc1	0.92	i
Cc1ccc(C)c(NC(=S)N2CCC(NC(=O)c3ccc(F)cc3)CC2)c1	-0.08	i
Cc1cc([N+](=O)[O-])c(N2CCC[C@@H]2C(=O)O)c([N+](=O)[O-])c1	-1.4	i
COC(=O)CN1C(=O)c2cccc3cccc1c23	-1.8	i
O=C(Cn1nc(Cc2cccnc2)c2ccccc2c1=O)NCCCN1CCCC1=O	0.11	i
N=c1c(C(=O)NCC2CCCO2)cc2c(=O)n3ccccc3nc2n1Cc1ccccc1Cl (stereo unspecified)	-0.69	i

Molecules above that have two or more sulfur atoms, in the order listed:
SMILES	Kir21 inh	CHT inh
Cc1ccc(OCCOC(=O)c2sc(=S)n(C)c2C)cc1	-0.03	i
CCOc1ccc(NS(=O)(=O)c2ccc(NS(C)(=O)=O)cc2)cc1	0.28	i
Cc1sc2nc(SCCN(C)C)n(-c3ccccc3)c(=O)c2c1-c1ccc(F)cc1	-0.14	-5.9*
O=C(CSc1nc2ccc(Nc3nc(N4CCOCC4)nc(N4CCOCC4)n3)cc2s1)N1CCOCC1	0.93	i
COc1ccc(Nc2nnc(SCC(=O)Nc3ccc4[nH]c(=O)[nH]c4c3)s2)cc1	-0.31	i
Cc1cccc(CN2CCSc3sccc3C2=O)c1	0.09	i
O=C(Nc1nccs1)C1CCCN(S(=O)(=O)c2cccc3cccnc23)C1 (stereo unspecified)	0.82	i
COc1ccc(CNC(=O)CSc2nc3ccc(N)cc3s2)cc1	0.92	i

The results go on:
SMILES	Kir21 inh	CHT inh
O=C(NC(=S)Nc1cccc(Cl)c1N1CCCCC1)c1cccs1	-2.3	i
c1cn2cc(-c3ccc4c(c3)OCO4)nc2s1	2.8	i
Cc1ccc([N+](=O)[O-])cc1S(=O)(=O)Nc1ccc(N2CCOCC2)cc1	0.13	i
CC(C)CCn1c(N2CCOCC2)nc2c1c(=O)n(CC(N)=O)c(=O)n2C	0.86	i
Cn1c(NNC(=O)C(c2ccccc2)c2ccccc2)cc(=O)n(C)c1=O	1	i
CC1Cc2nc(SCC(=O)N3CCOCC3)n(-c3ccccc3)c(=O)c2S1 (stereo unspecified)	-0.08	i
CN(CC(=O)Nc1ccc(N2CCOCC2)cc1)C(=O)C12CC3CC(CC(C3)C1)C2	0.38	i
CC(C)[C@H](NC(=O)c1ccco1)C(=O)OCC(=O)Nc1ccc(F)cc1	2.8	i
O=C(Cn1c(N2CCN(c3ccccc3)CC2)nc2ccccc21)c1ccccc1	-0.05	i
Cc1ccccc1NC(=O)c1ccc(NC(=O)C2CCCO2)cc1 (stereo unspecified)	-0.12	i
O=C1CCCN1CN(C(=O)c1ccccc1)c1ccccc1	-0.87	i
CCc1ccccc1NC(=O)c1ccc(S(=O)(=O)N2CCCC2)cc1	0.84	i
O=C(O)Cn1c(=S)sc2ccccc21	2.5	i
COc1ccc(CCNC(=O)c2ccc(NS(=O)(=O)c3c(C)noc3C)cc2)cc1OC	2	i
O=[N+]([O-])c1ccc(Sc2cccc[n+]2[O-])c2nonc12	-6.3*	x
O=C(O)c1cc(NC(=O)c2cccc(C(=O)Nc3cc(C(=O)O)cc(C(=O)O)c3)c2)cc(C(=O)O)c1	-0.62	i
O=C(c1ccc(Cl)cc1)C1CCCN(C(=O)/C=C/c2ccccn2)C1 (stereo unspecified)	0.43	i
Cc1cc(N=Nc2ccccc2)c(NCC(O)C(O)C(O)CO)cc1C (stereo unspecified)	2.1	-11*
Cc1cc(C)c2nc(N3CCC(C(=O)NCc4ccccn4)CC3)sc2c1	0	i
CN1N=C2c3ccccc3CCCC2C1c1ccc(F)cc1 (stereo unspecified)	-0.6	i
Cc1ccccc1C(=O)N1CCC(C(=O)Nc2ccc(C(C)C)cc2)CC1	1.3	i
CNC(=O)c1csc(-c2cccs2)n1	0.53	i
COc1cc(S(=O)(=O)Nc2c(C)nn(C)c2C)ccc1NC(C)=O	1.2	i
Oc1ccc(N=Cc2ccc(O)c(O)c2)cc1	1.7	i
COc1ccccc1CN1CC(=O)N2CSC[C@H]2C1=O	-0.4	i
O=C(COc1ccc2c3c(c(=O)oc2c1)CCC3)Nc1ccc(CN2CCOCC2)cc1	-0.75	i
COc1ccc(NC(=O)CSc2ccccc2)cc1S(=O)(=O)N1CCCCC1	1.4	i
CCC(=O)c1ccccc1OCC(=O)Nc1c(C)cccc1C	-0.04	i
Cn1c(=S)n(C)c2ccccc21	-0.18	i
COc1ccc(CNC(=O)Nc2cccs2)cc1OC	-1.3	i
CCCCc1c(O)nc(SCC(=O)N2CCCCC2)[nH]c1=O	-1.6	i
CNc1nc(-c2ccccc2)nnc1C(F)(F)F	-0.47	i
CCN(CC)CC(=O)Nc1c(Br)ccc2c1OCO2	0.15	i
O=C(Nc1ccccc1Cl)c1ccccc1Cl	-1.4	i
CC/C(=N\NC(=S)NC(C)C)c1ccc(OC)c(OC)c1	0.77	i
O=C(NCCc1ccc(F)cc1)c1cccs1	0	i
CCOc1cccc(/C=N/NC(=O)c2ccc3c(c2)OCCO3)c1O	0.56	i
CC/C(C)=N/Nc1nc2c(c(=O)[nH]c(=O)n2C)n1Cc1ccccc1	-0.93	i
O=C(c1cc(COc2c(F)cccc2F)on1)N1CCN(C2CCCCC2)C(=O)C1	0.78	i
COc1cc(C(=O)OCCN2CCCCC2)ccc1O	0.22	i
Cc1ccc(CNC(=O)c2cnc(-c3ccccn3)nc2C(F)(F)F)cc1	0.82	i
Nc1ccccc1SCC(=O)N1CCc2ccccc21	0.34	i
Cn1nnc(NC(=O)/C=C/c2ccco2)n1	-0.01	i
N#Cc1c(-c2ccc3c(c2)OCO3)ccn2nc(-c3cccc(C(F)(F)F)c3)nc12	-1.3	i
CCNC(=O)c1oc2c(c1C)C(=O)CC(C)(C)C2	-0.34	i
COc1ccc(OC)c(NC(=O)C2=C(C)NC(=O)NC2c2cccs2)c1 (stereo unspecified)	-0.26	i
CCCOc1ccc(Cn2ccnc2)cc1[N+](=O)[O-]	-0.79	i
COc1ccc(NC(=O)COC(=O)CCCC2=NS(=O)(=O)c3ccccc3N2)cc1Cl	0.29	i
Cc1ccnc(NC(=O)c2oc3ccccc3c2C)c1	0.64	i
Cc1cccc(-c2nc(N)nc(N)n2)c1	-0.64	i
Later entries
SMILES	Kir21 inh	CHT inh
Cc1cc(OCC(O)CNC(C)c2ccccc2)ccc1C(C)C (stereo unspecified)	-10*	i
O=C(c1ccccc1)N1CCn2c1nc1ccccc12	1.1	i
O=C(O)c1cccc(N/N=C/c2ccc(F)c(F)c2)c1	3.7	i
CC1(/[N+]([O-])=C/c2ccccc2F)CCCCC1=O (stereo unspecified)	0.39	i
Clc1ccccc1-c1nn2c(COc3ccccc3)nnc2s1	0.98	i
O=C(Cc1ccccc1F)Nc1nc(-c2cccs2)cs1	-0.11	i
COc1ccccc1N(CC(=O)N/N=C/c1ccc(C(=O)O)cc1)S(=O)(=O)c1ccc(C)cc1	0	i

From PubChem BioAssay
